Screens from PubChem BioAssay.
IDE exosite FP = exo-site inhibitors of human insulin-degrading enzyme; 17,000 compounds, 6.3% hits; purified IDE, FL-6b probe fluorescence polarization; active compounds read low; P14735; z-score at 20 µM;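 active = z-score of -3 or lower, meaning strong loss of probe binding signal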;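 also: His-tagged human IDE residues 42-1019 made in E. coli with 30 nM FL-6b probe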
Target sequence (P14735 42-1019 limits assumed): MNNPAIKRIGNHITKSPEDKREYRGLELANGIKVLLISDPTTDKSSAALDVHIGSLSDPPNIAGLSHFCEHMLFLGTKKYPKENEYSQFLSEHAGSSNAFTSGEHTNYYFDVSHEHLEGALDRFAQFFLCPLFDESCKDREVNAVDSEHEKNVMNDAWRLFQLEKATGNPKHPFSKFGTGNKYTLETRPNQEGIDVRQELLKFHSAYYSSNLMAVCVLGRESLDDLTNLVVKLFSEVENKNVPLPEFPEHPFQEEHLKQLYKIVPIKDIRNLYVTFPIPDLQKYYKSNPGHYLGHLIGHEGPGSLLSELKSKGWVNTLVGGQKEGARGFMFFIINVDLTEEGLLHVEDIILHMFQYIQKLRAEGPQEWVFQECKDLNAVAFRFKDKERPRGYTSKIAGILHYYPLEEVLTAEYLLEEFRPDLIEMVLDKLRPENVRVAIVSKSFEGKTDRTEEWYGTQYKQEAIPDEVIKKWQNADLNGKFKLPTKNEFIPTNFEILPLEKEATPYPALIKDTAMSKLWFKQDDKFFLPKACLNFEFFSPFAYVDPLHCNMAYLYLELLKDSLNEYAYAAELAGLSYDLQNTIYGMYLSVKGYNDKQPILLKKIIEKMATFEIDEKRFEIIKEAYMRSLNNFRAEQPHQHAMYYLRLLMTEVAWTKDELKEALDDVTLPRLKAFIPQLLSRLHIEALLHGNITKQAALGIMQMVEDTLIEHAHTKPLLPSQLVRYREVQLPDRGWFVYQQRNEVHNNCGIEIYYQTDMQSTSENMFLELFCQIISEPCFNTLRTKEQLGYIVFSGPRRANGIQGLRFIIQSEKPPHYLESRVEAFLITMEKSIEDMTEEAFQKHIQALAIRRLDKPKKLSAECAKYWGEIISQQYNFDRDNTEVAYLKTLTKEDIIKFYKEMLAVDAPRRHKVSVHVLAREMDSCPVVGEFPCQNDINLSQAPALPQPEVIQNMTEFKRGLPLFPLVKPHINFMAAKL
Numbers without * were called inactive; & = joins results of further samples; ! = not active in a repeat. An excerpt; the hit share may differ from the screen's.

IDE exosite FP	molecule
-0.0019	CCCNC(=O)N1CC(=O)N2[C@H](CO)[C@H](c3ccc(C#CCC4CCCC4)cc3)[C@@H]2C1
1	O=C1CN(S(=O)(=O)c2ccccc2)C[C@@H]2[C@H](c3ccc(Br)cc3)[C@H](CO)N12
3.3	Cc1ccccc1S(=O)(=O)N1CCCCN2[C@H](CO)[C@@H](c3ccc(-c4cncnc4)cc3)[C@H]2C1
3.5	CC(C)C#Cc1ccc([C@H]2[C@H]3CN(C(=O)Nc4ccccc4)CCCCN3[C@H]2CO)cc1
0.63	CN(C)CCCNC(=O)C[C@H]1CC[C@H]2[C@@H](COC[C@@H](O)CN2CC2CC2)O1
-0.21	COCC#Cc1ccc2c(c1)O[C@@H](CN(C)C(=O)C1CCOCC1)[C@@H](C)CN([C@H](C)CO)S2(=O)=O
0.92	C[C@H]1CN([C@@H](C)CO)C(=O)Cc2cc(N(C)C)ccc2O[C@@H]1CN(C)C(=O)NC1CCCCC1
0.81	COCC#Cc1ccc([C@H]2[C@H](CO)N3C(=O)CN(C(=O)Nc4ccccc4F)C[C@@H]23)cc1
-0.35	CNC(=O)C[C@H]1CC[C@H]2[C@@H](COc3ccc(NS(=O)(=O)c4ccc(F)cc4)cc3C(=O)N2C)O1
0.63	Cc1noc(C)c1NC(=O)N[C@@H]1C=C[C@@H](CC(=O)Nc2ccc(-c3ccccc3)cc2)O[C@H]1CO
-1.2	COc1ccc(C[C@@H]2CCn3nncc3COC[C@@H](CC(C)C)NC2=O)cc1
0.93	O=C(C[C@H]1C[C@H]2c3cc(NC(=O)c4ccc5c(c4)OCO5)ccc3O[C@H]2[C@H](CO)O1)NCc1ccc(Oc2ccccc2)cc1
0.61	C[C@@H]1CN([C@H](C)CO)C(=O)c2cc(NS(C)(=O)=O)ccc2O[C@H]1CN(C)C
0.45	O=C(C1CCC1)N1C[C@@H]2N[C@H](C1)C2c1ccc(-c2cncnc2)cc1 (some centres not stated)
1.1	N#Cc1cccc(-c2ccc([C@@H]3[C@@H](CO)N4CCCCN(Cc5ccccc5F)C[C@@H]34)cc2)c1
1.9	O=C(c1ccccc1)N1C[C@@H]2[C@H](c3ccccc31)[C@H](CO)N2Cc1ccccn1
-0.05	C[C@@H]1CCCCO[C@@H](CN(C)C(=O)Nc2ccc(C(F)(F)F)cc2)[C@H](C)CN([C@@H](C)CO)C(=O)c2cc(NS(=O)(=O)c3cn(C)cn3)ccc2O1
-12*	CN(C)CC(=O)N1CCCCN2[C@@H](CO)[C@@H](c3ccc(/C=C/c4ccccc4)cc3)[C@@H]2C1
-3.2*!	CCCNC(=O)N1[C@@H]2CNC[C@H]1C2c1ccc(-c2ccc(C)cc2)cc1 (some centres not stated)
-0.82	COCC(=O)N1CC(=O)N2[C@H](C1)[C@@H](c1ccc(C#CCc3ccccc3)cc1)[C@@H]2CO
2.6	CCN(C[C@@H]1N[C@@H](CO)[C@@H]1c1ccc(-c2ccc(F)cc2)cc1)C(=O)COC
-2.3&4	C/C=C/c1ccc(C2[C@@H]3CN(Cc4ccc5c(c4)OCO5)C[C@H]2N3)cc1 (some centres not stated)
-0.87	COc1ccccc1NC(=O)N1C[C@@H](O)COC[C@H]2O[C@H](CC(=O)N3CCC(Cc4ccccc4)CC3)CC[C@@H]21
1	COc1ccccc1CN1[C@H](CO)[C@@H](c2ccccc2)C12CN(C(=O)c1cnccn1)C2
0.42	COc1ccccc1NC(=O)N[C@H]1CC[C@@H](CCNS(=O)(=O)c2ccc(Cl)cc2)O[C@H]1CO
-0.33	Cc1noc(C)c1NC(=O)N(C)C[C@@H]1OCCCC[C@H](C)Oc2ccc(NC(=O)Nc3ccc(C(F)(F)F)cc3)cc2C(=O)N([C@@H](C)CO)C[C@H]1C
-1.4	O=C(Nc1ccccc1)N1CC(=O)N2[C@H](CO)[C@@H](c3ccc(C#CC4CCCCC4)cc3)[C@@H]2C1
5.3&0.49	COc1cccc(CN2[C@@H]3CNC[C@H]2C3c2ccc(-c3ccncc3)cc2)c1 (some centres not stated)
0.36	COCCNC(=O)C[C@@H]1CC[C@H]2[C@@H](COc3ccc(NS(=O)(=O)c4ccc(Cl)cc4)cc3C(=O)N2C)O1
-0.61	CO[C@H]1CC[C@@H]2CCOc3c(C#N)cccc3C(=O)N(C)C[C@H](c3ccccc3)CC(=O)N(C)C[C@H]1O2
-2	O=C(C[C@H]1CC[C@H]2NC[C@H](O)COC[C@@H]2O1)Nc1ccc(-c2ccccc2)cc1
0.075	O=C(NC[C@H]1[C@@H](c2ccccc2)[C@H](CO)N1C(=O)Cc1ccncc1)C1CCC1
4.5	C/C=C/c1ccc([C@@H]2[C@@H](CO)N(C(C)=O)[C@H]2CN(C)S(C)(=O)=O)cc1
-0.06	COc1ccc(NC(=O)Nc2cccc3c2O[C@H](CN(C)Cc2ccc(C(=O)O)cc2)[C@H](C)CN([C@@H](C)CO)C3=O)cc1
-0.097	CO[C@H]1CC[C@@H]2CCOc3c(C#N)cccc3C(=O)N(C)CCCC(=O)N(C)C[C@@H]1O2
0.33	CC(C)CN(C[C@H]1[C@H](c2ccccc2)[C@@H](CO)N1C(=O)C1CCC1)C(=O)C1CC1
0.93	CCCNC(=O)N1C[C@H](O)COC[C@H]2O[C@@H](CC(=O)OC)CC[C@@H]21
0.66	CCS(=O)(=O)N1CCC2(CC1)CN(C(=O)c1cccc(F)c1)[C@H](CO)c1c2c2ccc(OC)cc2n1C
6	CCN(C[C@@H]1[C@@H](c2ccccc2)[C@H](CO)N1CC1CCCC1)C(C)=O
1.6	CNC[C@@H]1Oc2ccc(NS(=O)(=O)c3ccc(OC)cc3)cc2C(=O)N([C@H](C)CO)C[C@H]1C
0.7	C[C@H](CO)N1C[C@H](C)[C@H](CN(C)Cc2ccc(C(=O)Nc3ccccc3N)cc2)OCc2cnnn2CCCC1=O
1.1	COc1ccc(NC(=O)N2C[C@@H](O)COC[C@H]3O[C@H](CC(=O)N4CCCCC4)CC[C@@H]32)cc1
0.41	CCC(=O)N1C[C@H](O)COC[C@@H]2O[C@@H](CC(=O)NC)CC[C@H]21
3.6	N#C[C@H]1[C@@H](c2ccc(C#CC3CCCCC3)cc2)[C@@H](CO)N1C(=O)Nc1ccc(F)cc1
0.73	CCNC(=O)[C@H]1[C@H](CO)[C@H]2Cn3c(ccc(-c4cncnc4)c3=O)[C@H]2N1C(=O)NC1CCCC1
-0.73	CN1c2ccc(-c3cccc(C#N)c3)cc2[C@H]2[C@H](CCN2C(=O)Cc2ccccn2)[C@H]1CO
-0.81	COc1ccc2c3c([nH]c2c1)[C@@H](CO)N(C(=O)C1CCCCC1)CC31CN(S(C)(=O)=O)C1
5.1&0.35	COc1ccc(NC(=O)N2[C@@H]3CNC[C@H]2C3c2ccc(-c3ccc(C)cc3)cc2)cc1 (some centres not stated)
-0.27	C[C@H](CO)N1C[C@H](C)[C@@H](CN(C)C(=O)[C@H](Cc2ccccc2)N(C)C)OCc2ccccc2-c2ccccc2C1=O
0.44	Cn1cnc(S(=O)(=O)N2CC[C@@H]3[C@H](CO)Nc4ccc(C5=CCCCC5)cc4[C@@H]32)c1
2.4	O=C1CN(S(=O)(=O)c2ccccc2)C[C@H]2[C@@H](c3ccc(C#Cc4ccccc4)cc3)[C@H](CO)N12
1.8	CC(C)CC#Cc1ccc([C@H]2[C@H]3CN(C(=O)c4ccc5c(c4)OCO5)CC(=O)N3[C@H]2CO)cc1
-0.18	O=C(C1CCC1)N1CCCCN2[C@H](CO)[C@H](c3ccc(-c4ccncc4)cc3)[C@@H]2C1
5.5	CN(C)C(=O)c1cccc(-c2ccc([C@H]3[C@@H](C#N)N(C(=O)C4CC4)[C@@H]3CO)cc2)c1
2.3	CCCC#Cc1ccc([C@H]2[C@H](CO)N3CCCCN(Cc4cncnc4)C[C@@H]23)cc1
1	COCC#Cc1ccc([C@H]2[C@@H](CO)N3CCCCN(C(=O)CN(C)C)C[C@@H]23)cc1

Later entries.
IDE exosite FP	molecule
-0.46	COc1cccc(S(=O)(=O)N2C[C@H](O)COC[C@H]3O[C@H](CC(=O)NCCCN4CCOCC4)CC[C@@H]32)c1
2.1	C[C@@H](O)C#Cc1ccc([C@H]2[C@@H](CO)N3CCCCN(C(=O)c4cccc(F)c4)C[C@H]23)cc1
2.1	N#C[C@@H]1[C@@H](c2ccc(-c3ccccc3F)cc2)[C@H](CO)N1C(=O)C1CCC1
0.69	O=C(Nc1ccccc1)N1CC(=O)N2[C@H](CO)[C@H](c3ccc(C#Cc4cccnc4)cc3)[C@H]2C1
1.4	CO[C@H](CN(C)C(=O)c1ccccc1F)[C@@H](C)CN([C@H](C)CO)S(=O)(=O)c1ccc(F)cc1
0.55	CC(C)CC#Cc1ccc([C@@H]2[C@@H](CO)N3CCCCN(C(=O)NC4CCCC4)C[C@H]23)cc1
0.85	Cc1ccccc1S(=O)(=O)N1CCCCN2[C@H](CO)[C@H](c3ccc(-c4cccnc4)cc3)[C@@H]2C1
1.9	O=C(c1ccccc1F)N1CC(=O)N2[C@H](CO)[C@H](c3ccc(-c4cccnc4)cc3)[C@H]2C1
1.1	N#C[C@@H]1[C@H](c2ccccc2-c2ccccc2)[C@@H](CO)N1C(=O)Cc1ccncc1
7.1	O=S(=O)(NC[C@@H]1N[C@H](CO)[C@@H]1c1ccc(C2=CCCC2)cc1)c1ccccc1
2.2	CN(C)C(=O)c1cccc(-c2ccc(C3[C@H]4CNC[C@@H]3N4S(=O)(=O)Cc3ccccc3)cc2)c1 (some centres not stated)
1.1	O=C(NC[C@@H]1[C@H](c2ccccc2)[C@@H](CO)N1C(=O)C1CC1)NC1CCCC1
3.3	CN1CCCCN2[C@@H](CO)[C@@H](c3ccc(C4=CCCC4)cc3)[C@@H]2C1
0.59	CCCC(=O)Nc1ccc2c(c1)C(=O)N(C)[C@@H]1CC[C@@H](CC(=O)N3CCCCC3)O[C@H]1CO2
4	Cc1ccccc1S(=O)(=O)N1[C@@H](C#N)[C@H](c2ccccc2)[C@@H]1CO
0.11	COc1ccc(C#Cc2ccc([C@@H]3[C@@H](CO)N4C(=O)CN(C(=O)c5cccnc5)C[C@H]34)cc2)cc1
-1.5	CCc1cnc(N2[C@@H](C#N)[C@H](c3ccc(C#Cc4ccccc4F)cc3)[C@@H]2CO)s1
0.61	CN1c2ccc(Br)cc2[C@H]2[C@H](CCN2C(=O)Nc2cccc(F)c2)[C@@H]1CO
-1.4	C[C@@H]1CN([C@H](C)CO)C(=O)c2c(c3ccccc3n2C)-c2ccccc2CO[C@H]1CN(C)C(=O)[C@@H](Cc1ccccc1)N(C)C
-3.8*	COc1cccc(-c2ccc([C@@H]3[C@@H](CO)N4C(=O)CN(C(=O)CN5CCOCC5)C[C@H]34)cc2)c1
3.5	CCC(=O)N1[C@H](CO)[C@H](c2ccccc2)[C@H]1CNC(=O)CN1CCOCC1
-8*	CC(C)NC(=O)N1CCCCN2[C@@H](CO)[C@@H](c3ccc(C#Cc4ccccc4)cc3)[C@@H]2C1
3.5	CN(C)C(=O)C[C@@H]1C=C[C@@H](NC(=O)c2ccc(F)cc2)[C@@H](CO)O1
4.5	CCS(=O)(=O)N1[C@H](CO)[C@H](c2ccc(C#CC(C)C)cc2)[C@@H]1C#N
-2.5	COCC(=O)N1CC2(C1)CN(Cc1cccc(F)c1)[C@H](CO)c1c2c2ccc(OC)cc2n1C
-0.48	COC(=O)C[C@@H]1CC[C@@H]2[C@H](COC[C@H](O)CN2S(=O)(=O)c2cn(C)cn2)O1
-0.23	Cc1noc(C)c1S(=O)(=O)N(C)C[C@@H]1OCCCC[C@H](C)Oc2ccc(N(C)C)cc2C(=O)N([C@H](C)CO)C[C@H]1C
-2.6	O=C(Nc1ccccc1)N1CCCCN2[C@@H](CO)[C@@H](c3ccc(-c4ccccc4F)cc3)[C@@H]2C1
-0.56	N#C[C@H]1[C@H](c2ccccc2-c2cccc(F)c2)[C@H](CO)N1C(=O)CN1CCOCC1
0.04	CN1c2ccc(Br)cc2[C@H]2[C@H](CCN2C(=O)C2CCC2)[C@@H]1CO
-1	COc1ccc2c3c(n(C)c2c1)[C@@H](CO)N(C(=O)CN(C)C)CC31CCN(Cc2cncnc2)CC1
1.3	C[C@@H]1CCCCO[C@H](CN(C)S(C)(=O)=O)[C@H](C)CN([C@@H](C)CO)C(=O)c2cc(NC(=O)NC3CCCCC3)ccc2O1
1	C[C@@H]1CN([C@H](C)CO)C(=O)c2cc(NC(=O)C3CCCCC3)ccc2O[C@H]1CN(C)Cc1ccc2c(c1)OCO2

A second format for 11 compounds above.
| SMILES | IDE exosite FP |
| --- | --- |
| CN(C)C(=O)c1cccc(-c2ccc([C@H]3[C@@H](C#N)N(C(=O)C4CC4)[C@@H]3CO)cc2)c1 | 5.5 |
| CCCC#Cc1ccc([C@H]2[C@H](CO)N3CCCCN(Cc4cncnc4)C[C@@H]23)cc1 | 2.3 |
| COCC#Cc1ccc([C@H]2[C@@H](CO)N3CCCCN(C(=O)CN(C)C)C[C@@H]23)cc1 | 1 |
| COc1cccc(S(=O)(=O)N2C[C@H](O)COC[C@H]3O[C@H](CC(=O)NCCCN4CCOCC4)CC[C@@H]32)c1 | -0.46 |
| C[C@@H](O)C#Cc1ccc([C@H]2[C@@H](CO)N3CCCCN(C(=O)c4cccc(F)c4)C[C@H]23)cc1 | 2.1 |
| N#C[C@@H]1[C@@H](c2ccc(-c3ccccc3F)cc2)[C@H](CO)N1C(=O)C1CCC1 | 2.1 |
| O=C(Nc1ccccc1)N1CC(=O)N2[C@H](CO)[C@H](c3ccc(C#Cc4cccnc4)cc3)[C@H]2C1 | 0.69 |
| CO[C@H](CN(C)C(=O)c1ccccc1F)[C@@H](C)CN([C@H](C)CO)S(=O)(=O)c1ccc(F)cc1 | 1.4 |
| CC(C)CC#Cc1ccc([C@@H]2[C@@H](CO)N3CCCCN(C(=O)NC4CCCC4)C[C@H]23)cc1 | 0.55 |
| Cc1ccccc1S(=O)(=O)N1CCCCN2[C@H](CO)[C@H](c3ccc(-c4cccnc4)cc3)[C@@H]2C1 | 0.85 |
| O=C(c1ccccc1F)N1CC(=O)N2[C@H](CO)[C@H](c3ccc(-c4cccnc4)cc3)[C@H]2C1 | 1.9 |
